# CHOP inhibitor = blocks CHOP induction under ER stress; CHO-K1 CHOP-promoter luciferase, tunicamycin-induced, 15-18 h; inhibition, % at 10 µM; 3.8% of 220,000 active; AID 2732;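 active means compounds that reduced the stress-induced luciferase reporter signal by more than about 70% of percent inhibition, limit read from the data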;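 further: 0% = tunicamycin plus vehicle and 100% = wells without tunicamycin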
# TRPML3 ag = human mucolipin-3 channel agonism. Q8TDD5. HEK293 TRPML3-YFP, Fluo-8 calcium fluorescence; 100% = the carbachol control signal. activation, % at 3 µM. 0.29% of 220,000 active. AID 1448;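 active means activation above its plate's cutoff, the mean activation of the plate's test wells plus 3 SD, cut at about 12% in these data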;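 further: 0% = DMSO only wells and 100% = carbachol wells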
# Target sequence (Q8TDD5 whole entry, looked up): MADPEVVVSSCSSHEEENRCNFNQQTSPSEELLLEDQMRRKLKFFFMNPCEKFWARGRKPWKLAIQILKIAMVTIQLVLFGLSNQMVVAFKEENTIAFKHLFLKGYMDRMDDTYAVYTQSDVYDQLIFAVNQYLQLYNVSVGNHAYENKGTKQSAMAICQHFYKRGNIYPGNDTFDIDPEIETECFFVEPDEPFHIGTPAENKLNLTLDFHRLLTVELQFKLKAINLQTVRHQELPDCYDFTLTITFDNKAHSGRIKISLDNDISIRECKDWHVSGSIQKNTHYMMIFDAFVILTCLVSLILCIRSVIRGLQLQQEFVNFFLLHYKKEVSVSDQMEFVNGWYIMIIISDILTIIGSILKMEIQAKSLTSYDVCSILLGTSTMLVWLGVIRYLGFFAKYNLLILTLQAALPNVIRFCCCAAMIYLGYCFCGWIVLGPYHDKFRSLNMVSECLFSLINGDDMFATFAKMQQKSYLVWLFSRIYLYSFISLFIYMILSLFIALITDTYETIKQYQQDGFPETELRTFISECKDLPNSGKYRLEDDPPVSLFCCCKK
#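 Test system – HEK293 line with stable expression of human TRPML3-YFP channel · Control set – carbachol 87 µM final as high control (100%), DMSO as low control (0%) · Signal – Fluo-8 calcium dye fluorescence, ex 470-495, em 515-575 nm · Incubation – 1-h 37 °C dye load, 5-s basal, 120-s post-compound reads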
# EP2 antag = EP2 receptor (human) inhibition; P43116; C6 glioma cells expressing human EP2, cAMP TR-FRET; cells stimulated with saturating PGE2; inhibition, % at 25 µM; 0.52% of 260,000 active; AID 1422;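 active means percent inhibition above 40 after rounding to a whole number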;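 further: rat C6 glioma host cells with rolipram phosphodiesterase inhibitor present; the protocol text gives 20 µM as final concentration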
# EP2 modulator = EP2 receptor (human) modulation | P43116 | EP2-expressing cells, cAMP HTRF FRET, PGE2 co-stimulation | induction, % at 25 µM | 0.83% of 260,000 active;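 active means compounds whose cAMP rise, as percent of the full-agonist control response, exceeds 60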;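 further: rat C6 glioma line stably carrying human EP2 under a CMV promoter; the protocol text gives 20 µM as final concentration; 100% = response of wells given 1 µM PGE2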
# NPY-Y1 PAM-ag = human NPY-Y1 potentiation or agonism, primary screen. 0.37% of 220,000 active. activation, % at 3.6 µM. NPY-Y1 expressing cells, potentiator/agonist activation. AID 1304; in the data active means activation above about 33%, passing the limit was not always enough;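 further: cells stimulated with NPY at EC10 then isoproterenol at EC100; 0% = low agonist plus stimulus and 100% = saturating agonist plus stimulus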
# Target sequence (P25929 whole entry, looked up): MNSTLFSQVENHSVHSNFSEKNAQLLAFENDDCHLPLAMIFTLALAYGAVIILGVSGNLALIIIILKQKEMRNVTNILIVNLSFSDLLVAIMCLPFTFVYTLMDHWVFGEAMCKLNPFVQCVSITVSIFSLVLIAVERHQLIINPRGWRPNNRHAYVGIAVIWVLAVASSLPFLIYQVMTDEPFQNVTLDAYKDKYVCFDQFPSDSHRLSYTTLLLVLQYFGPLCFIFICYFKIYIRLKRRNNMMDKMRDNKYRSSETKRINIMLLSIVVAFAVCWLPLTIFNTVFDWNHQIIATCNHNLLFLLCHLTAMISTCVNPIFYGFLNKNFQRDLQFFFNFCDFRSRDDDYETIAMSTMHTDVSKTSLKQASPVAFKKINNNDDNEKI
# 14-3-3 Bad PPI = disrupts binding of bovine 14-3-3 zeta to phospho-Bad peptide; P63103; TR-FRET 14-3-3zeta/Dy647-pBad peptide displacement, 1 h; inhibition, % at 21.7 µM; 0.71% of 220,000 active; AID 781;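 active means inhibition above about 70%, limit read from the data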;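 further: 0% = full 14-3-3 plus peptide FRET controls and 100% = background without 14-3-3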
# TRPN1 ag = agonists of zebrafish TRPN1 channel. activation, % at 3 µM. 0.18% of 220,000 active. AID 1424. HEK293 zebrafish TRPN1-YFP, Fluo-8 calcium fluorescence; 100% = response to 87 µM carbachol;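 active means activation above its plate's cutoff, the mean activation of test wells on that plate plus 3 SD, cut at about 19% in these data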;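 further: 0% = DMSO alone and 100% = 87 µM carbachol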
#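 Control set: carbachol 87 µM as high control, DMSO as low control; system: HEK293 stable line with zebrafish TRPN1-YFP; read-out: % activation versus carbachol response; detection: intracellular calcium fluorescence with Fluo-8; doses: single test compound dose, 3 µM nominal, 0.3% DMSO; schedule: dye 1 h 37 °C plus 30 min RT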
# PPC-1+TRAIL kill = PPC-1 cancer cell killing with TRAIL present. AID 1443. PPC-1 cells + TRAIL, ATPLite viability luminescence. 0.41% of 220,000 active. cell killing (% activity), % at 4 µM;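 active means cell killing above 50% in the first pass at 4 µM, then a duplicate retest at 5 µM averaging 50% or more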;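 further: plate controls were cells with TRAIL plus DMSO for no effect and medium-only wells lacking cells for full effect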
# NPY Y1 blocker = antagonists of human neuropeptide Y receptor Y1 | P25929 | HEK293-CNG Y1 cells, membrane potential fluorescence; NPY at EC95, then isoproterenol | inhibition, % at 3.6 µM | 1% of 200,000 active;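 active means inhibition above the campaign mean inhibition of all tested compounds plus 3 SD, cut at about 20% in these data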;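 further: 0% = DMSO wells given NPY plus isoproterenol and 100% = isoproterenol alone without NPY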
#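 Material: HEK293 cells with Y1 receptor plus CNG channel; times: compound incubation 1 h at room temperature, readout 45 min post-stimulation; signal: fluorescence, membrane potential probe; read-out basis: fluorescence ratio normalized to % inhibition between controls; benchmarks: full-block control isoproterenol-only wells, zero-block control NPY plus isoproterenol wells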
# Active calls of the source: *; / = no result given; & = joins results of further samples; [ ] = remark or other dose. This is a subset; count on the stated rates, not on these rows.
SMILES,CHOP inhibitor,TRPML3 ag,EP2 antag,EP2 modulator,NPY-Y1 PAM-ag,14-3-3 Bad PPI,TRPN1 ag,PPC-1+TRAIL kill,NPY Y1 blocker
CCCCN1C(=O)N(C)C2NC(=S)NC21 (centres undefined),1,-0.5,7,-4,14,2,1.6,-22,/
CCOC(=O)C1=C(C)Nc2nc3ccccc3n2C1c1ccccc1 (centres undefined),78*,-0.8,6,23,-10,-4,1.2,33,9
CCC(Oc1ccccc1)C(=O)NCCOC (centres undefined),9,0.1,4,-9,9,24,-1.2,0,3
Cc1cc(C(=O)N/N=C/c2cccs2)no1,-25,-0.2,8,-6,-6,8,0.3,4,3
CCC(Oc1ccccc1)C(=O)N(Cc1ccccc1)c1ccccn1 (centres undefined),-17,-1.2,6,25,-7,1[fluorescence artefact?],-0.5,8,8
Cc1nc(CC(=O)O)c(-c2ccccc2)s1,14,1.1,7,8,-28,-3,-0.2,6,2
CC(=O)N1CCc2cc(NC(=O)c3ccc(C)cc3)ccc21,-5,-0.8,8,-1,21,1,-1.5,37,4
Cc1ccc(C2CC(c3ccccc3OC(F)F)Nc3ncnn32)cc1 (centres undefined),13,2.2,8,-17,1,-4,6.2,17,-5
CC1=C(C#N)C(=O)NC(=O)/C1=C\c1ccc(-c2ccc(C)cc2[N+](=O)[O-])o1,-1,0.4,11,-13,-14,48,0.1,9,1
CCOCCCNC(=O)c1ccc2c(=O)n(Cc3ccc4c(c3)OCO4)c(=S)[nH]c2c1,45,0.3,4,-19,-7,6,-0.6,20,0
CCn1c(-c2cc(Br)cc(OC)c2O)nc2cc(S(=O)(=O)N(C)C)ccc21,-28,-1.1,1,14,-14,6,3.3,26,6
COc1cccc(Cn2c(=O)ccc3ccccc32)c1,25,-0.9,5,25,18,-8,-1.6,12,10
Cc1ccc(N=Nc2c(N)nn3c(N)c(C#N)c(C)nc23)cc1,73*,0.0,10,14,-10,51,-1.7,11,4
CC(=O)c1cccc(NC(=O)NCc2ccco2)c1,-3,-0.4,7,-28,-26,-7,0.7,16,-8
CN1CCN(CC(=O)Nc2nc(-c3c[nH]c4ccccc34)cs2)CC1,14,1.1,5,-28,12,0,0.7,25,0
Cc1ccccc1CSCC(=O)Nc1ccccc1-c1ccccc1,43,0.0,0,81*,-26,11,-0.4,2,14
O=C(c1nnsc1S(=O)(=O)c1ccc(Cl)cc1)N1CCOCC1,102*,-1.1,2,15,-4,-4,0.3,14,0
COc1ccccc1CNC(=O)CSc1nc(-c2ccccc2)cn1N,6,-0.6,5,-32,-1,-5[fluorescence artefact?],0.1,14,0
COc1ccccc1-c1noc(-c2cc(OC)c(OC)c(OC)c2)n1,18,-0.1,6,6,26,7,-1.7,-6,3
CC(=O)Nc1ccc(-c2ccc(NC(C)=O)cc2)cc1,-29,-0.5,13,-13,-5,-6,0.5,19,1
CC(C)C(=O)NC(c1ccc([N+](=O)[O-])cc1)c1c(O)ccc2ccccc12 (centres undefined),22,0.4,11,-10,13,3,1.6,3,-5
Cc1ncc([N+](=O)[O-])n1CC(=O)NC1CCCCCC1,4,1.4,2,38,3,-4,0.3,7,4
O=C(/C=C/c1ccc[nH]1)c1ccccc1,-16,0.3,5,-44,-1,-20,0.5,16,-3
Cc1ccc(NC(=O)NC2CCCCC2)cc1S(=O)(=O)N1CCOCC1,23,3.1,11,-34,14,0,5.9,6,-1
CC1=C(C(=O)N2CCOCC2)C(c2ccc(Cl)cc2)NC(=S)N1 (centres undefined),7,0.2,9,4,-6,4,-1.1,21,-9

# 4 entries from above, sorted by number of heavy atoms, smallest number first.
SMILES,CHOP inhibitor,TRPML3 ag,EP2 antag,EP2 modulator,NPY-Y1 PAM-ag,14-3-3 Bad PPI,TRPN1 ag,PPC-1+TRAIL kill,NPY Y1 blocker
O=C(/C=C/c1ccc[nH]1)c1ccccc1,-16,0.3,5,-44,-1,-20,0.5,16,-3
Cc1cc(C(=O)N/N=C/c2cccs2)no1,-25,-0.2,8,-6,-6,8,0.3,4,3
CCOC(=O)C1=C(C)Nc2nc3ccccc3n2C1c1ccccc1 (centres undefined),78*,-0.8,6,23,-10,-4,1.2,33,9
Cc1ccc(NC(=O)NC2CCCCC2)cc1S(=O)(=O)N1CCOCC1,23,3.1,11,-34,14,0,5.9,6,-1

# Continuation.
SMILES,CHOP inhibitor,TRPML3 ag,EP2 antag,EP2 modulator,NPY-Y1 PAM-ag,14-3-3 Bad PPI,TRPN1 ag,PPC-1+TRAIL kill,NPY Y1 blocker
CCCCC1=CC2=C(c3ccco3)C(=O)C(C)(OC(=O)c3ccc(OC)cc3)C(=O)C2=CN1c1ccccc1 (centres undefined),104*,/,13,-13,/,-3,/,17,/
COCCCn1c(C)nnc1SCC(=O)NCc1ccco1,-18,0.5,16&5,7&1,8,-8,-0.7,13,-1
S=C(Nc1ccc(Oc2ccccc2)cc1)NC1CCCCC1,75*,0.9,16,1,7,3,1.2,-2,-3
Cc1cc(Nc2ccc(F)c(F)c2)nc(-c2ccccc2O)n1,-26,1.1,7,15,35,2,3.4,20,/
Cc1nn(-c2ccccc2)c(C)c1NC(=O)c1cccs1,-1,-0.2,10,-1,13,-7,-0.6,0,4
CC(C)C(=O)NC(c1ccco1)c1ccc2cccnc2c1O (centres undefined),/,0.6,14,35,-15,-8,0.3,-1,1
O=C(CN1C(=O)c2ccccc2S1(=O)=O)Nc1ccc(S(=O)(=O)N2CCCC2)cc1,22,0.0,6,17,2,6,0.3,18,2
COc1ccc(N=C(NN)c2ccc3ccccc3n2)cc1,-15,-0.8,0,-26,9,18,-2.1,29,4
CCO[C@H]1OC(C(=O)N2CCN(Cc3ccccc3)CC2)=C[C@@H](c2cn(C(C)=O)c3ccccc23)[C@@H]1CCCO,13,0.4,13,-33,-13,-1,1.1,-1,-2
O=C(CSCc1ccccc1F)NCc1ccc(F)cc1,-4,-1.2,2,-41,-1,1,-2.9,7,8
CCOC(=O)c1c(NC(=O)CN2CCN(c3ccc(Cl)cc3)CC2)sc(C)c1C,-7,-0.1,4,-14,-13,-8,0.6,19,-2
CCOC(=O)N1CCN(C(=O)c2ccc3c(=O)n(-c4ccccc4F)c(=S)[nH]c3c2)CC1,3,-0.2,5,-13,-8,-6,2.0,10,8
O=C1NC(=O)C(Nc2cccc3ccccc23)S1 (centres undefined),21,1.0,7,23,-21,-16,0.0,13,6
CC(C)(C)NS(=O)(=O)c1cccc2nsnc12,/,-0.2,0,/,14,/,0.0,/,-10
Cc1cc(C)c(NC2=NCC(=O)N2C2CCCCC2)c(C)c1,32,-0.5,19,2,-18,-2,-0.6,5,6
CCOC(=O)Cn1c(=NC(=O)CSC(C)=O)sc2cc(OC)ccc21,-10,-0.2,6,15,-14,-17[fluorescence artefact?],-1.5,4,6
O=S(=O)(Nc1ncn[nH]1)c1ccc2ccccc2c1,7,0.8,7,13,-59,-3,1.0,5,8
CN1CCc2c(c3c(n2C)CCN(C)C3c2ccc(F)cc2)C1c1ccc(F)cc1 (centres undefined),-16,0.2,/,-26,-7,3,0.1,7,6
Cc1ccc(C(=O)c2oc3ccccc3c2NC(=O)c2cc(-c3ccccc3O)n[nH]2)cc1,61,0.3,8,5,2,-16,0.6,19,-3
O=C(NC(=S)Nc1ccccn1)c1cc(-c2ccccc2)nc2ccccc12,19,0.4,4,4,-58,12,-0.4,21,9
CCc1ccccc1NC(=O)CSc1nnc(-c2ccco2)n1N,9,0.6,8,12,11,4[fluorescence artefact?],0.6,3,3
CCc1ccc(N2CCN(C(=O)c3ccc(OC)c(OC)c3)CC2)cc1,37,1.4,11,-10,5,7,4.8,-2,-1
Cc1ccc(S(C)(=O)=O)cc1S(=O)(=O)Nc1ccccc1,34,0.7,5,7,-11,-3[fluorescence artefact?],0.5,-8,3
Cc1ccc(-c2nn(C)c(=O)c3ccccc23)cc1S(=O)(=O)NCCN(C)C,-1,1.0,18,-30,28,-12,0.8,16,-4
Nc1nc(NC(=O)CCC(=O)O)nn1-c1ccccc1,-2,-0.7,4,24,15,-5,1.9,-13,/

# Structures above containing a cyano group (two):
SMILES,CHOP inhibitor,TRPML3 ag,EP2 antag,EP2 modulator,NPY-Y1 PAM-ag,14-3-3 Bad PPI,TRPN1 ag,PPC-1+TRAIL kill,NPY Y1 blocker
CC1=C(C#N)C(=O)NC(=O)/C1=C\c1ccc(-c2ccc(C)cc2[N+](=O)[O-])o1,-1,0.4,11,-13,-14,48,0.1,9,1
Cc1ccc(N=Nc2c(N)nn3c(N)c(C#N)c(C)nc23)cc1,73*,0.0,10,14,-10,51,-1.7,11,4

# Later entries
SMILES,CHOP inhibitor,TRPML3 ag,EP2 antag,EP2 modulator,NPY-Y1 PAM-ag,14-3-3 Bad PPI,TRPN1 ag,PPC-1+TRAIL kill,NPY Y1 blocker
CN(C(=O)c1ccncc1)c1nnc(-c2ccccn2)s1,-2,0.0,14&15,20&-26,-13,2,-0.4,-11,-1
c1ccc(-n2nnnc2NCCc2c[nH]c3ccccc23)cc1,12,0.1,6,-8,-20,2,1.1,22,-9
COC(=O)Nc1sc2c(c1C(=O)NC1CC1)CCCCCC2,4,0.3,8,10,2,-3,-1.0,3,2
CC(=O)N1CCc2cc(S(=O)(=O)NCCC(=O)Nc3ccc4c(c3)OCCO4)ccc21,-22,-0.4,18,-1,4,-1,-0.9,-6,3
Fc1ccccc1Cn1nnc(-c2ccc3c(c2)OCO3)n1,-46,-0.5,7,6,-5,10,-0.4,26,2
COc1ccc(Cl)cc1C(=O)Nc1ccc(Br)c(C)n1,-18,1.3,3,2,5,31,2.2,23,-1
O=C(Oc1ccccc1)c1cccc2cccnc12,23,1.0,5,-2,-11,14[fluorescence artefact?],0.1,-9,-5
CC(C)N1CCC2(CC1)Oc1ccc(Br)cc1C1CC(c3cccnc3)=NN12 (centres undefined),15,-0.5,7,-4,19,2,-0.6,-3,/
O=C(O)CNC(=O)C1COc2ccccc2O1 (centres undefined),9,0.8,16,5,-28,-4,-1.2,13,9
O=C(Nc1nnc(CC(=O)N2CCOCC2)s1)C1COc2ccccc2O1 (centres undefined),24,0.7,24&10,8&0,2,-3,-0.3,-7,3
Cc1ccccc1/C=N/NC(=O)c1sccc1C,-27,0.7,11,-18,-11,1,1.2,22,10
Cc1ccc(C(C(=O)NC2CCCCC2)N(CC2CCCO2)C(=O)CNC(=O)c2ccco2)cc1 (centres undefined),-15,0.0,14,-7,2,8,-0.6,7,-2
Cc1cccc(C)c1OCC(=O)Nc1cccc(C(=O)O)c1,-2,0.9,6,8,9,3,1.1,20,1
CS(=O)(=O)N1CCN(c2ccccc2NC(=O)c2cccc3ccccc23)CC1,8,0.6,7,33,-6,-9,0.4,15,-2
CC1CCCCC1NC(=O)COn1nnc2ccc(Cl)cc21 (centres undefined),51,0.1,17,-6,-3,7,-0.3,-3,-1
NC(=O)COC(=O)Cc1coc2cc3c(cc12)CCC3,0,0.2,6,-45,-10,-5,-0.5,17,6
CCOC(=O)Cn1cc(C#N)c(=O)[nH]c1=O,-2,0.8,3,6,0,3,1.8,17,/
